From PubChem
p53ts 32C tox – qHTS Screen for Compounds that Selectively Target Cancer Cells with p53 Mutations: Cytotoxicity of p53ts Cells at the Permissive Temperature. Potency, µM (top dose mostly 46.1 µM), for the others: at the top dose activity change, negative = cytotoxicity, usual class: cytotoxic. H1299-p53A138V at 32C, ATP luminescence viability, 24 h. AID 924, 2007. actives 0.93% (n = 130,000);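 note: 0% = DMSO and -100% = full killing by reference compound; nearly all actives have a fitted effect of over 55% in size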
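ATP-content luminescence (ATPlite) read-out after 24 h compound exposure at 32C in H1299-p53A138V cells (600/well). Tested up to 46 uM. Normalized to DMSO (0%) and 100 uM tamoxifen (100% killing); Hill-fit AC50.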
p53ts 39C kill – qHTS Screen for Compounds that Selectively Target Cancer Cells with p53 Mutations: Cytotoxicity of p53ts Cells at the Nonpermissive Temperature. Potency, µM (series often up to 46.1 µM), for the others: at the highest dose activity change, negative = cell killing, usual class: cytotoxic. H1299-p53A138V viability at 39C, ATP luminescence, 24 h. AID 902, 2007. actives 1.5% (n = 130,000); note: nearly all actives have a fitted effect of over 55% in size
Imprint erasure – qHTS Assay for Compounds that Induce Erasure of Genomic Imprints; mouse ES Peg3-LacZ reporter, beta-gal luminescence, 40 h; actives 0.02% (n = 110,000); Potency, µM (doses to about 60.7 µM), inactives show at the highest dose activity change, positive = activation, actives largely listed as activators; AID 1948, 2009;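 note: 0% = negative control wells on the plate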
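Gelatin-coated wells received 300 freshly trypsinized female ES cells with a Peg3LacZ-Neo reporter on the maternal allele, then incubated 40 hours at 37C. BetaGlo was added for 5 minutes at room temperature before a single luminescence read.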
IkB signaling – IkB Signaling | ABC-DLBCL IkBa-CBG/CBR dual luciferase ratio, 4 h; response scale: scaled: untreated 0%, proteasome inhibitor 100% | Potency, µM (series often up to 57.1 µM), inactives show at the top dose IkBa stabilization activation | actives 0.04% (n = 110,000) | AID 445, 2006; active = well fitted curve in the direction sought with a large enough effect in the signal ratio, not every such curve was filed as active; inconclusive = small, poorly fitted or top-dose-only effect, or a change in a side signal; the % refers to the signal ratio;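 note: the direction sought is a rising ratio; 0% = basal untreated cells and 100% = reference inhibitor full response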
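In this assay, an IκBα–CBG68 fusion accumulates when IKK-driven degradation is blocked; native CBR normalizes for cell number. OCI-Ly3 cells were treated 4 h with compound and doxycycline, then green and red light read after Chroma-Glo addition.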
* = called active by the depositor; ? = inconclusive; . = not tested or not shown; [ ] = another dose, or the depositor's remark. Unless noted, calls come from the whole dose curve; as a rule, active = well fitted curve in the direction sought with a large enough effect; inconclusive = small, poorly fitted or top-dose-only effect, or another doubt; inactive = no such curve, though single readings can be large; an effect the other way counts as inactive or inconclusive. Unless noted, % is set by controls: 0 for no effect and ±100 for the full control effect; potency is the fitted concentration of half-maximal effect.

smiles	p53ts 32C tox	p53ts 39C kill	Imprint erasure	IkB signaling
COc1ccccc1/C=N/NC(=O)C1=NNC(c2ccccc2)(c2ccccc2)C1	2.1%	-6.2%	.	.
CCCOc1ccc(N2C(=O)CC(N3CCN(C(=O)c4ccco4)CC3)C2=O)cc1 (configuration not stated)	5.7%	-3.0%	.	.
COC(=O)c1ccc(Cl)cc1NC(=O)N1CC=C(c2c[nH]c3ccccc23)CC1	-1.5%	-4.0%	-5.8%[10.9 µM]	2.3%
Cc1cc(C)c2nc(N(Cc3cccnc3)C(=O)CCS(=O)(=O)c3ccccc3)sc2c1	1.5%	-1.4%	-6.7%[10.9 µM]	1.3%
c1cncc(-c2nc(N3CCCCCC3)c3ccccc3n2)c1	-2.9%	9.9%	-12.4%	?
Cc1ccc(NC(=O)c2ccc3[nH]c(C)cc(=O)c3c2)c(C)c1	-0.8%	10.7%	-13.4%[10.9 µM]	4.1%
CCCCN(CC)CCCNC(=O)c1cc2c(=O)n(C)c3ccccc3c2n1C	-8.2%	-7.3%	-5.3%	1.5%
CCN(c1ccccc1)S(=O)(=O)c1nnc(NC(=O)c2ccco2)s1	?	1.26µM*	-34.8%[inhibitor][10.9 µM]	7.6%
Cc1ccc(S(=O)(=O)N2CCN(C(=O)CCC(=O)OCC(=O)Nc3cccc(C#N)c3)CC2)cc1	-2.0%	1.0%	5.6%	0.4%
CC1Cc2ccccc2N1C(=O)CN1CCc2ccccc2C1 (configuration not stated)	8.3%	-4.7%	-15.3%	0.9%
CCC(Sc1nc2ccccc2c(=O)n1CCc1ccc(OC)c(OC)c1)C(=O)N(CC)CC (configuration not stated)	19.4%	?	-18.4%[10.9 µM]	?
Cc1ccccc1-n1nc(C)c2cc(C(=O)N3CCOCC3)sc21	-5.9%	0.2%	-19.6%	-0.9%
CCOC(=O)C1CCCN(C(=O)c2ccccc2NC(=O)c2nsc3ccccc23)C1 (configuration not stated)	4.5%	1.4%	-6.2%[10.9 µM]	?
O=C1CCCC2=C1C1(CCCCC1)N=C(Nc1nc3ccccc3s1)N2	3.1%	3.7%	-3.3%	13.0%
COc1c(C)cc(NS(=O)(=O)c2ccc3c(c2)OCCO3)cc1C	1.3%	-1.6%	-13.7%[10.9 µM]	-1.1%
COc1ccccc1CNc1ncnc2ccc(-c3ccccc3CN(C)C)cc12	-8.9%	-11.3%	-7.4%	-2.9%[11.4 µM]
Cc1ccc(NC(=O)CCSCCc2ccccn2)cc1	9.8%	-12.2%	-12.7%[10.9 µM]	?
Cn1c(COc2ccccc2C(C)(C)C)nc2ccccc21	-23.2%	?	-9.3%[10.9 µM]	?
COc1ccc(NC(=O)CCn2c(=O)c3cccn3c3cccnc32)cc1Cl	3.7%	0.9%	-0.9%[10.9 µM]	-0.5%
Clc1cccc(-c2cc3nc4c(c(N5CCNCC5)n3n2)CCCC4)c1	-13.7%	-15.4%	.	.

Remaining list, next part.
smiles	p53ts 32C tox	p53ts 39C kill	Imprint erasure	IkB signaling
COc1cc(C2c3sc(=O)[nH]c3SC3C4CCC(C4)C23)ccc1O (configuration not stated)	18.4%	18.5%	-2.8%	?
CCc1ccc(CN(Cc2ccco2)C(=O)c2ccc(C)cc2)cc1	10.4%	-25.2%	21.5%[10.9 µM]	?
CCN(CC)c1ccc2c(C)cc(=O)oc2c1	-2.4%[1.84 µM]	-5.6%	-5.0%	-2.6%
Cc1ccc(N2C(=O)C(CC(=O)Nc3ccccc3)N(CCC3=CCCCC3)C2=O)cc1 (configuration not stated)	?	?	-4.0%[10.9 µM]	-2.0%
O=C(NCC(=O)N(Cc1ccco1)C(C(=O)NC1CCCCC1)c1cccnc1)c1ccco1 (configuration not stated)	3.4%	10.0%	-3.4%	0.3%
CCOCCOC(=O)c1[nH]c2c(c1C)C(=O)CC(c1ccc(N(C)C)cc1)C2 (configuration not stated)	2.5%	-8.3%	-22.5%	4.4%
COc1ccc(OCC(O)CN2CCCCC2)cc1 (configuration not stated)	-9.2%	5.0%	-12.7%	0.6%
CCN(CC)c1ccc(NC(=O)C2CCN(S(=O)(=O)c3cnc[nH]3)CC2)c(C)c1	4.4%	20.8%	-3.0%[10.9 µM]	-2.2%
Cc1nnc2ccc(N3CCC(C(N)=O)(N4CCCCC4)CC3)nn12	-10.5%	-0.4%	-8.2%	2.9%
O=C(CC1N=C2c3ccccc3N=C(SCC(=O)Nc3ccccc3F)N2C1=O)NCc1ccc2c(c1)OCO2 (configuration not stated)	14.3%	-17.6%	3.7%[10.9 µM]	?
COCCN(CC(=O)Nc1ccc(F)cc1)S(=O)(=O)c1ccc(S(=O)(=O)N2CCCC2)cc1	-2.2%	-10.7%	-8.3%	1.0%
CCOC(=O)c1ccc(NC(=O)CC2C(=O)N(c3ccccc3)C(=O)N2C2CCCCC2)cc1 (configuration not stated)	3.8%	13.8%	-5.7%[10.9 µM]	?
Cc1cc(C)c2c(N)c(C(=O)Nc3ncc(C)s3)sc2n1	1µM*	0.794µM*	.	.
COc1ccc(Br)cc1CNC(=O)CCSCc1ccc(C)cc1	14.2%	5.1%	-14.0%[10.9 µM]	?
COc1ccc(/C=C2\SC(=N)N(c3nccs3)C2=O)cc1OC	?	14.1µM*	.	.
CC(C)OC(=O)c1cccc(C(=O)OCc2ccco2)n1	-5.0%	-11.5%	-39.1%[inhibitor]	31.5%
CCS(=O)(=O)C(=C1Nc2ccccc2N1)S(=O)(=O)CC	1.4%	-4.2%	.	.
Cc1ccc(-n2ncc(C(=O)N(C)Cc3ccccc3)c2-n2cccc2)cc1	5.9%	-5.5%	-4.8%[10.9 µM]	?
O=c1c(C/C=C/c2ccccc2)c(O)nc2n1CCCS2	0.4%	1.4%	7.9%	4.2%
CCOC(=O)COc1cccc2c(=O)n(CC(=O)N3CCN(C(=O)OCC)CC3)ccc12	-19.9%	4.4%	-9.5%	-0.3%

Next section
smiles	p53ts 32C tox	p53ts 39C kill	Imprint erasure	IkB signaling
Cc1cc2oc(=O)cc(C)c2c2occ(-c3ccc(Cl)cc3)c12	-2.8%	17.1%	-5.7%[10.9 µM]	-1.0%
CCOC(=O)C1CCN(S(=O)(=O)c2cc(Br)cc3c2N(C(=O)CC)CC3)CC1	-1.4%	26.1%	-2.9%[10.9 µM]	-1.5%
CCOc1ccccc1C(=O)NC(C(=O)Nc1ccccc1N1CCOCC1)C(C)C (configuration not stated)	6.2%	0.4%	-15.1%	0.4%
CCOC(=O)C(C(=O)OCC)C1N=C(N)N=C2Oc3ccccc3N21 (configuration not stated)	-15.7%	-4.3%	-70.0%[inhibitor]	?
Cc1cc(C)cc(NC(=O)Cn2c(=O)c3ccccc3n3nncc23)c1	-0.1%	4.1%	-6.8%[10.9 µM]	?
CSc1ncc(Cl)c(C(=O)Nc2ccc(S(=O)(=O)N3CCOCC3)cc2)n1	-0.6%	-4.8%	-17.7%	4.3%
N[C@H](Cc1ccc(F)cc1)C(=O)O	15.9%	-4.3%	.	9.2%
O=C(CCc1nc2ccccc2s1)Nc1ccccc1	-6.6%	0.6%	.	.
COc1ccc2[nH]c3c(=O)n(CCCCC(=O)N4CCC(C(N)=O)CC4)c(=S)[nH]c3c2c1	-7.2%	14.4%	?	?
O=c1c(-c2cc(F)cc(F)c2)nc2cncnc2n1Cc1ccccc1	-19.7%	-20.1%	-18.0%	2.2%[11.4 µM]
CCc1ccc(S(=O)(=O)c2nnn3c2nc(NCc2cccs2)c2sccc23)cc1	-0.4%	-29.9%	-15.5%[10.9 µM]	-0.5%
CN(Cc1ccccc1)c1nnc(NC(=O)Nc2cccc(Br)c2)s1	6.3%	-10.8%	-14.8%[10.9 µM]	2.4%
CCOc1ccc(-c2nn3c(-c4ccc(F)cc4)nnc3s2)cc1	-3.0%	-3.9%	14.7%	0.3%
O=C(CSc1nc2ccccc2c2ccccc12)c1ccccc1	-5.2%[9.22 µM]	-3.5%[9.22 µM]	-11.7%[10.9 µM]	12.0%[11.4 µM]
COc1ccc(N(Cc2cccs2)C(=O)c2ccc(Br)o2)cc1	?	-10.8%	-10.3%[10.9 µM]	?
O=C(CCC(=O)N1CCN(C2CCCC2)CC1)Nc1nnc(C(F)(F)F)s1	1.7%	4.0%	-8.3%	4.2%
COc1ccc(CCC(=O)N2c3ccccc3CC2C)cc1 (configuration not stated)	11.2%	-4.5%	-20.6%	0.6%
O=C(NCc1ccccc1)c1ccc(CS(=O)(=O)c2c(Cl)cccc2Cl)o1	3.8%	-6.6%	12.2%[10.9 µM]	-0.8%
CCCS(=O)(=O)c1nc(S(=O)(=O)c2ccc(C)cc2)c(NCc2ccco2)s1	-8.2%	-27.2%	.	.
CCCCn1c2c(c(=N)c3c1CCC3)CCC2	-6.2%	13.5%	-6.6%	2.3%

Record cards, from the list above. Values in the order: p53ts 32C tox, p53ts 39C kill, Imprint erasure, IkB signaling
CN(Cc1ccccc1)c1nnc(NC(=O)Nc2cccc(Br)c2)s1 reads 6.3%, -10.8%, -14.8%[10.9 µM], 2.4%
CCN(CC)c1ccc2c(C)cc(=O)oc2c1 reads -2.4%[1.84 µM], -5.6%, -5.0%, -2.6%
CCCCN(CC)CCCNC(=O)c1cc2c(=O)n(C)c3ccccc3c2n1C reads -8.2%, -7.3%, -5.3%, 1.5%

(more compounds)
smiles	p53ts 32C tox	p53ts 39C kill	Imprint erasure	IkB signaling
COc1cc(S(=O)(=O)N2CCC(O)(c3cccc(C(F)(F)F)c3)CC2)ccc1-n1cnnn1	-13.2%	-4.8%	-17.9%	0.3%
CC(O)CNc1nc2c(c(=O)n(Cc3ccc(Cl)cc3)c(=O)n2C)n1C (configuration not stated)	-5.1%	-2.9%	-7.5%[10.9 µM]	-0.5%
COc1ccc(N(CC(=O)Nc2ccc(C)cn2)S(=O)(=O)c2c(C)noc2C)cc1	5.2%	-3.0%	-15.0%	1.3%
COc1ccc(C(C)=O)cc1CSc1nnc(C)s1	5.1%	-7.5%	-9.4%	2.9%
O=C(Nc1ccc(S(=O)(=O)N(Cc2ccccc2)c2ccccc2)cc1)c1ccc([N+](=O)[O-])cc1	-5.2%	-0.9%	-20.3%[10.9 µM]	?
CCC(=O)NCCCCNC(=O)CC	6.4%	4.4%	10.0%	0.5%
COc1ccc2nc(NC(=O)c3ccc(S(=O)(=O)N4CCC(C)CC4)cc3)sc2c1	1.8%	-12.1%	-7.1%[10.9 µM]	-1.7%
C=CCn1c(N2CCCCCC2)nc2c1c(=O)[nH]c(=O)n2C	9.6%	14.9%	-7.9%	-0.1%
CCOc1ccc(NC(=O)Cn2nc(CC)n3c(cc4sccc43)c2=O)cc1	2.2%	7.7%	-4.2%[10.9 µM]	0.0%
COc1cc(OC)c(NC(=O)N2CCOc3ccc(C)cc32)cc1Cl	7.6%	-8.8%	-12.0%[10.9 µM]	-1.2%
CC(C)CC1Nc2ccc(C(=O)NCCCOC(C)C)cc2NC1=O (configuration not stated)	3.2%	-8.8%	8.2%[10.9 µM]	1.7%
CN(CC(=O)NCCCN1CCOCC1)S(=O)(=O)c1ccc(Br)cc1	2.6%	9.8%	-19.0%	1.1%
CCCCNC(=O)CSc1nnc(-c2ccco2)n1C	-3.2%	0.6%	-2.5%	-1.1%
CCOC(=O)c1cc(-c2ccc(C)cc2)n(CCC(=O)NCc2ccccc2)c1C	4.4%	?	11.1%[10.9 µM]	0.8%
CCc1nc(SCC(=O)Nc2nccs2)c2oc3ccccc3c2n1	-7.4%	-2.7%	-14.4%	-1.1%
Cc1nn(Cc2ccccc2Cl)c(C)c1NC(=O)C1C2CCC(O2)C1C(=O)O (configuration not stated)	0.1%	2.4%	-12.3%	-0.9%
Cc1cccc(OCCSc2nc3ccc(NC(=O)COc4ccccc4)cc3s2)c1	-11.1%	-4.5%	-19.1%[10.9 µM]	?
COc1ccc(NC(=O)Nc2cccc(OCc3cc(=O)n4cccc(C)c4n3)c2)c(OC)c1	8.4%	4.0%	10.7%[10.9 µM]	5.7%
